Phagocyt inh: blocks phagocytosis by macrophages; J774A.1 macrophage IgG-bead phagocytosis, imaging; inhibition, % at 5 µM; 110,000 compounds, 0.07% hits; AID 1029;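 active means inhibition above the mean of the plate negative controls plus 5 SD, cut at about 13% in these data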;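 further: phagocytic index as fraction of beads internalized from green versus red external bead signal; plate controls were DMSO negative control for no effect and cytochalasin-D positive control for full effect; some results beyond the cut were filed as inactive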
GALR2 blocker: GALR2 (human) receptor antagonism; 140,000 compounds, 0.39% hits; O43603; AID 828; GALR2-expressing cells, antagonist mode; inhibition, % at 4 µM; in the data active means inhibition above about 27%;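 further: cells stimulated with galanin 1-16 at roughly its EC80; 0% = agonist challenge control and 100% = basal control without agonist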
Target sequence (O43603 whole entry, looked up): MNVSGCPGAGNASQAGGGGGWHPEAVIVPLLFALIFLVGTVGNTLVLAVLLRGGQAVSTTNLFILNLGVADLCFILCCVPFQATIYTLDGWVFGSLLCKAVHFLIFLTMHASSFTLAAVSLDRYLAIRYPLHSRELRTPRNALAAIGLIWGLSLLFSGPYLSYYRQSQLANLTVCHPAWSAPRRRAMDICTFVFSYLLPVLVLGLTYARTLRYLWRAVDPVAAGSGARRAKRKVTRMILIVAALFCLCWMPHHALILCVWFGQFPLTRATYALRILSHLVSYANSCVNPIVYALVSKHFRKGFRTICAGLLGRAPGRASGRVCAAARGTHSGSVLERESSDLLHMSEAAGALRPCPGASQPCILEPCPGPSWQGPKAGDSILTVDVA
Measles CPE: protection of cells from measles virus | Measles virus-infected cells, CPE protection, absorbance | protection (pct of control), % at 4 µM | 140,000 compounds, 1.5% hits | AID 841; in the data active means protection mostly above about 24%, no sharp cut-off; inactive means mostly below about 26%; further: some compounds called inactive have numbers as strong as hits
HCT116 bCat-KO: beta-catenin-lacking colon tumor cell growth suppression | HCT116 beta-catenin knockout viability, CellTiter-Glo, 60 h; active compounds read low | viability, % at 10 µM | 140,000 compounds, 1.5% hits;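 active means viability at or under a set limit, the compound median less 4 SD, cut at about 6% in these data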;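 further: 0% = Hyamine 1622 control at 20 µM and 100% = untreated cell control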
MRP-1 activ: activates MRP-1; 140,000 compounds, 0.61% hits; H69AR cells + doxorubicin, viability rescue, CellTiter-Glo; viability increase, % at 10 µM;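 active means viability gain under doxorubicin at or above a set limit, the compound median plus 3 SD, cut at about 4.7% in these data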;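 further: MRP-1 overexpressing cells given doxorubicin 25 µM after compound pretreatment; 18-22 h compound pretreatment then 72 h with doxorubicin before readout; 0% = doxorubicin-only wells and 100% = vehicle-treated cells without doxorubicin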
Yeast life ext: extends the lifespan of yeast; S. cerevisiae growth with nicotinamide, OD615; deaD strain in restrictive glucose medium; inhibition of the nicotinamide effect, % at 10 µM; 130,000 compounds, 0.68% hits; AID 775;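 active means inhibition above a set limit, placed 3 SD over the median of all compounds, cut at about 26% in these data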;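 further: 0% = nicotinamide-treated wells and 100% = cells grown without nicotinamide; some compounds called inactive have numbers as strong as hits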
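Assay system: DeaD-strain S. cerevisiae. Medium: CSMM-D glucose medium, restrictive. Reagent: nicotinamide, 1.5 mM, co-present with compound. Compound: 10 µM single point, 0.25% DMSO. Schedule: culture preincubation 4 h, compound exposure 48 h, both 30 °C. Detection: absorbance at 615 nm.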
E-sel TNF inh: TNF alpha driven E-selectin expression inhibition | HUVEC TNFa-induced E-selectin immunofluorescence, high content | inhibition, % at 2 µM | 120,000 compounds, 0.71% hits;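 active means inhibition above the batch mean plus 3 SD, and confirmed as a hit on visual image review, cut at about 43% in these data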;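 further: 0% = TNF-stimulated DMSO wells and 100% = unstimulated control wells; not every result past the cut was called active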
PTEN del growth: PTEN-deleted cell growth suppression | HCT116 PTEN-null viability, CellTiter-Glo, 60 h; active compounds read low | viability, % at 10 µM | 140,000 compounds, 1.2% hits;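 active means viability at or below a set limit, 4 SD under the median of all tested compounds, cut at about 3.7% in these data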;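 further: PTEN knockout HCT116 line with beta catenin targeted HCT116 as companion control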
BB579 growth dn: chemicals that inhibit yeast BB579 growth in restrictive medium (lifespan-shortening candidates) | 140,000 compounds, 0.51% hits | S. cerevisiae BB579 growth, OD615, 48 h | inhibition, % at 10 µM | AID 804;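 active means inhibition above a set limit, 3 SD over the mean compound inhibition, cut at about 44% in these data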; further: inactives centre near -24
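Test system: S. cerevisiae DeaD strain BB579 yeast; Medium: restrictive CSMM-D medium; Compound: one dose, 10 µM compound with 0.25% DMSO; Incubation: 4 h cell preincubation, 48 h compound exposure, 30 °C humidified; Signal: OD at 615 nm; Benchmarks: amphotericin B at 10 µg/mL as positive control.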
NPY Y2 blocker: blocks the human neuropeptide Y Y2 receptor; NPY-Y2 expressing cells, antagonist mode; inhibition, % at 2.7 µM; 140,000 compounds, 0.99% hits; AID 793; in the data active means inhibition above about 17%;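 further: 0% = vehicle with agonist challenge and 100% = reference antagonist with challenge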
Target sequence (P49146 whole entry, looked up): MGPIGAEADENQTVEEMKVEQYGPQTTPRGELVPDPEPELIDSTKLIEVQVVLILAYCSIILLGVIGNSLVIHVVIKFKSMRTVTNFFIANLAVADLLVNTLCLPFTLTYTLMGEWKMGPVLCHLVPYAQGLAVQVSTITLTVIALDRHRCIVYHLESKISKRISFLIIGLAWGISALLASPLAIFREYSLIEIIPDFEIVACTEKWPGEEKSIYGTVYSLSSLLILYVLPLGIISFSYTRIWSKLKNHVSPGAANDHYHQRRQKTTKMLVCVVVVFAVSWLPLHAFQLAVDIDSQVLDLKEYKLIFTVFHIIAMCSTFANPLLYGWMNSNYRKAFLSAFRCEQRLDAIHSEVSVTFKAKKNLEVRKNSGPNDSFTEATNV
* marks the source's active call; other numbers are inactive results; . = no result given; & = joins results of further samples.

Order of values – Phagocyt inh	GALR2 blocker	Measles CPE	HCT116 bCat-KO	MRP-1 activ	Yeast life ext	E-sel TNF inh	PTEN del growth	BB579 growth dn	NPY Y2 blocker
> COc1ccc(/C=N/NS(=O)(=O)c2ccccc2)cc1OS(=O)(=O)c1ccccc1
  -3	6	6	93	-1.5	-6	-17	87	-65	1
> O=C(/C=C/c1c(Cl)cccc1Cl)Nc1ccncc1
  -1	5	2	42	-1.2	-18	15	54	-48	1
> Cc1ccc(S(=O)(=O)N2CCN(C(=O)CN3CCCCC3)C2C(C)C)cc1 (stereo unspecified)
  .	-2	2	81	-1.2	-11	0	86	-3	7
> Cc1ccc(S(=O)(=O)N2CCN(CC(=O)N/N=C\c3cccnc3)CC2)cc1
  -13	-9	6	91	-2.0	1	.	94	-23	1
> Cc1nc2c(-c3ccc(F)cc3)c(C)nn2c(C)c1CCC(=O)N1CCC(Cc2ccccc2)CC1
  0	-12	23	58	-4.3	-11	.	74	27	12
> CCOc1ccc(-c2[nH]ncc2-c2csc(C)n2)c(O)c1
  -12	6	12	82	-1.3	0	.	70	-12	4
> COC(=O)CSc1nnc(CCc2nc3ccccc3[nH]2)n1C
  .	10	5	88	-1.4	-5	5	89	-4	4
> Cc1cc(C)n(C(=O)c2ccc(C)c(S(=O)(=O)N3CCCC3)c2)n1
  3	-12	20	91	0.5	1	12	95	-32	4
> CC(C)=NOc1cc(NC(=O)CCl)cc([N+](=O)[O-])c1
  -6	8	4	3.3*	-5.0	9	7	3.0*	-27	-1
> CCOC(=O)/C(C(=O)Nc1ccc(Cl)cc1Cl)=C1/NC(C)(C)Cc2ccccc21
  -12	5	32	98	-0.4	-6	16	100	-10	3
> Nc1c(C(=O)NCc2ccccc2)sc2nc3c(cc12)C(=O)CCC3
  2	-4	14	94	-2.3	-16	-24	97	-49	0
> O=C(COC(=O)c1ccc2c(c1)OCCO2)NCc1ccccc1
  0	-13	4	77	-1.2	-8	-21	85	19	7
> O=C(NCc1ccc2c(c1)OCO2)C1CCN(S(=O)(=O)N2CCOCC2)CC1
  -3	-5	12	97	-0.8	-1	-9	100	-36	2
> CN(C)CCN1C(=O)c2oc3ccccc3c(=O)c2C1c1ccc(F)cc1 (stereo unspecified)
  -1	5	3	104	-0.2	-6	1	115	-55	3
> Cc1ccc(S(=O)(=O)c2nc(Nc3nccs3)sc2Cl)cc1
  0	-1	4	80	-2.6	-4	.	80	-22	8
> CCOC(=O)c1c(C)sc2c1N(C(=O)CN1CCOCC1)c1cc(Cl)ccc1S2
  0	-2	4	68	-0.1	-1	8	72	-8	9
> Cc1ccc(C)c(-c2cc(C(=O)Nc3sc(C)c(C)c3C(N)=O)c3ccccc3n2)c1
  .	-6	4	36	-3.7	-14	0	29	-40	5
> Cc1nn(Cc2ccc(F)cc2)c2sc(C(=O)Nc3ccccc3N3CCOCC3)cc12
  -5	-7	10	92	-1.6	-2	.	87	-36	4
> O=C1N/C(=N/c2ccccn2)SC1Cc1ccccc1 (stereo unspecified)
  2	6	4	79	2.2	-16	-39	89	-19	7
> N#C/C(=C\c1ccccc1)C(=O)N(c1ccccn1)C1CCCCC1
  -4	5	15	88	-0.2	63*	.	91	-40	4
> COc1ccccc1CNc1ncnc2c1nnn2Cc1ccccc1
  0	-1	9	72	0.7	-5	.	79	-37	12
> CCSc1nnc(NC(=O)c2c(-c3ccccc3Cl)noc2C)s1
  3	2	3	93	-1.3	7	.	98	-10	3
> Cc1nnc(SCC(=O)Nc2ccc3c(c2)OCCO3)n1N
  1	-16	1	77	-1.3	-2	12	105&102	7	5
> CC(=O)c1cc2c(cc1NC(=O)CN1CCCCCCC1)OCO2
  0	1	13	77	-0.2	-11	-29	91	-25	7
> C=CCN(C)NC(=S)Nc1ccccc1
  -7	15	10	99	-0.4	2	.	105	-4	2
> CCOC(=O)CC1ON(C)C(=O)N1c1ccc(Cl)cc1Cl (stereo unspecified)
  5	-12	18	79	-1.3	4	-8	77	-9	0
> Cc1cc(S(=O)(=O)Nc2cccc(O)c2)c(C)s1
  -1	0	4	93	-0.2	4	20	89	-20	2
> O=S(=O)(NCC(c1ccco1)N1CCN(c2ccc(F)cc2)CC1)c1ccc2c(c1)OCCO2 (stereo unspecified)
  -10	-1	9	79	-0.9	2	.	74	-31	7
> CCCCOC(=O)/C(=C\c1ccc([N+](=O)[O-])o1)NC(=O)c1ccccc1
  .	13	40	85	-1.4	.	-49	82	-40	2
> O=C(Nc1nnc(SCc2ccc(Cl)cc2)s1)c1cnccn1
  -4	-9	3	90	-1.4	1	7	93	-43	4
> CC1CCC(NC(=O)c2ccc(N3CCCC3=O)cc2)CC1 (stereo unspecified)
  -1	9	20	94	-0.6	-5	5	97	-23	1
> CCC(=O)N1CCNC(=O)C1CC(=O)Nc1ccc(C)c(Cl)c1 (stereo unspecified)
  -1	-9	5	101	0.0	-2	1	99	-36	1
> COc1cc(OC)cc(-c2nnc(SCC(=O)N3CCOCC3)o2)c1
  1	-27	29	101	0.0	-12	.	95	-56	-1
> Cc1cc(C)c(C#N)c(SCC(=O)NC2CC2)n1
  0	15	13	100	-0.8	7	.	103	-34	5
> Cc1cccc(-n2ccnc2SCC(=O)N2CCCc3ccccc32)c1C
  -2	-5	11	79	-0.9	3	.	62	10	21*
> Cc1nnc(SCCOC(N)=O)n1C
  -1	12	21	104	-0.2	-3	-30	99	3	1
> O=C(NCCc1ccccc1)c1ccc(NC2=NC3CS(=O)(=O)CC3S2)cc1 (stereo unspecified)
  .	-7	13	98	-0.1	-11	-3	97	-27	2
> COCCOC(=O)C1=C(C)N(c2ccccc2)C(=O)NC1c1cccc([N+](=O)[O-])c1 (stereo unspecified)
  -6	-12	12	93	-2.5	3	.	95	2	2
> Cc1ccc(S(=O)(=O)NCCC(=O)NCc2ccccc2)cc1
  .	-6	20	93	-1.1	0	.	99	-22	1
> Cc1ccc(-n2c(O)c(C=NCc3ccccn3)c3ccccc3c2=O)cc1C
  -6	-5	21	59	-3.0	2	.	66	0	-3
> CCOc1ccc2nc(NC(=O)CN3CCN(C)CC3)sc2c1
  -1	4	14	93	-2.9	-22	8	92	-52	1
> O=[N+]([O-])c1c(NCCCO)cc(Sc2ccc(Cl)cc2)c2nonc12
  -5	8	0	1.5*	-5.4	1	.	1.2*	-22	1
> N#C/C(=C(/O)CN1CCCCC1)c1nc(-c2ccc(Cl)cc2)cs1
  .	1	81*	105	-3.1	11	-22	92	-43	17
> O=C(NCCCN1CCOCC1)c1ccc(Br)cc1
  0	8	17	91	-0.6	-13	-16	90	-16	3
> COC(=O)c1sc2nc(-c3ccccc3)nc(N3CCN(C)CC3)c2c1C
  5	13	31	58	-4.5	-27	-7	58	-45	6
> Cc1sc2nc(-c3ccncc3)[nH]c(=O)c2c1-c1ccccc1
  -5	10	27	99	0.1	-1	12	90	-55	4
> Cc1cc(C)nc(-n2nc(C)c(Sc3ccc(F)cc3)c2N)n1
  -1	-14	11	53	-0.7	-6	-8	54	-13	2
> Cc1ccccc1-n1c(SCC(=O)N2CCOCC2)nc(O)cc1=O
  -3	-15	2	102	-0.4	0	8	103	-21	2
> Cc1cc(C(F)(F)F)nc(NCc2ccc(F)cc2)n1
  -4	-1	6	74	-3.0	-7	.	81	-38	5
> Cc1ccc(NC(=O)CN(C)Cc2ccc(F)cc2)c([N+](=O)[O-])c1
  -5	-6	64*	91	-0.2	-6	-83	81	-40	4
> CCn1nc(C(=O)O)c(=O)c2cc3c(cc21)OCO3
  .	1	4	102	-1.0	15	.	96	-12	-1
> O=c1onc(-c2cccs2)n1Cc1ccccc1
  .	8	41	93	-3.6	-33	3	93	-33	-1
> COc1ccc(CC(=S)N2CCOCC2)cc1
  1	6	2	90	-1.6	-6	.	92	-19	1
> O=S(=O)(Nc1ccc2c(c1)nc1n2CCN(Cc2ccccc2)C1)c1ccccc1
  .	-3	7	91	-1.5	.	3	86	-38	2
> CCOC(=O)N1CCN(C(=O)CSc2nnc(-c3ccccc3OC)o2)CC1
  0	-7	13	100	-2.4	-8	-10	109	-28	1
> CCn1c(SCC(=O)c2[nH]c(C)c(C(C)=O)c2C)nnc1-c1cccs1
  -1	8	8	63	-2.2	-15	.	59	-10	3
> CC(=O)NCCn1c(SCc2ccccc2C)nc2ccccc2c1=O
  .	-11	6	103	0.3	-10	23	82	-58	1
> Cc1cccc(NC(=S)NC2CC3CCCC(C2)N3Cc2cccs2)c1 (stereo unspecified)
  .	2	3	27	-5.7	-21	-37	52	-37	6
> Cc1nc(NCCNC(=O)c2ccco2)c2c(C)c(C)sc2n1
  2	-3	4	93	-1.4	-11	-7	102	-45	2
> CC(=O)c1ccc(OCC(O)CN2CCC(C)CC2)cc1 (stereo unspecified)
  0	-8	30	96	-1.3	-6	1	108	26	3

(listing goes on)
Order of values – Phagocyt inh	GALR2 blocker	Measles CPE	HCT116 bCat-KO	MRP-1 activ	Yeast life ext	E-sel TNF inh	PTEN del growth	BB579 growth dn	NPY Y2 blocker
> CCc1ccc(N2CC(C(=O)OCC(=O)NC3CCS(=O)(=O)C3)CC2=O)cc1 (stereo unspecified)
  .	1	5	92	-0.3	0	-23	100	-20	11
> CCOC(=O)c1cccc(NC(=O)CSc2nnc(C3CCCCC3)n2C)c1
  -1	2	3	96	-1.1	-11	-17	108	-57	4
> CCOC(=O)C1=C(C)NC(=O)NC1c1ccc(OC(=O)c2ccco2)cc1 (stereo unspecified)
  .	-2	8	95	-0.4	.	16	92	-38	5
> CCNc1nc2c(c(=O)[nH]c(=O)n2C)n1Cc1ccc(F)cc1
  1	-1	8	82	-3.6	-4	.	74	6	4
> COc1ccccc1N1CCN(C(=O)CSc2ccccc2)CC1
  1	-15	2	91	-0.3	-5	-10	100	-26	2
> O=C(CN1CCNCC1)Nc1ccc(Oc2ccccc2)cc1
  -4	18	3	71	-4.2	-8	6	67	-32	2
> O=C(Nc1ncc(Cc2ccccc2Cl)s1)C1CCCO1 (stereo unspecified)
  .	-9	1	85	-3.3	.	7	86	-11	1
> Oc1ccc2ccccc2c1/C=N/c1nccs1
  .	17	6	101	-1.0	75*	-23	90	-41	1
> COc1ccc(S(=O)(=O)N2CCN(C3Cc4ccccc4C3)CC2)cc1
  -8	11	9	85	-2.7	0	.	93	-7	0
> COc1ccc(S(=O)(=O)N2CCCN(CC(=O)Nc3ccc4c(c3)OCO4)CC2)cc1
  .	2	16	85	-4.9	-27	24	89	-33	6
> NC1=C(c2ccc(F)cc2)C(=O)CS1
  0	0	19	104	0.4	-7	-43	105	-46	2
> CCN(CC)S(=O)(=O)c1ccc(O)c(C(=O)OCC(=O)N(C)Cc2ccccc2)c1
  0	1	2	98	-0.3	-3	-26	103	-71	4

Bioassay records as filed in PubChem.
